# HDAC3 inh: blocks human histone deacetylase 3; O15379; recombinant HDAC3, fluorogenic peptide/trypsin coupled, fluorescence; inhibition, % at 8.3 µM; actives 0.15% (n = 320,000); in the data active = inhibition above about 26%, passing the limit was not always enough
# Target sequence (O15379 whole entry, looked up): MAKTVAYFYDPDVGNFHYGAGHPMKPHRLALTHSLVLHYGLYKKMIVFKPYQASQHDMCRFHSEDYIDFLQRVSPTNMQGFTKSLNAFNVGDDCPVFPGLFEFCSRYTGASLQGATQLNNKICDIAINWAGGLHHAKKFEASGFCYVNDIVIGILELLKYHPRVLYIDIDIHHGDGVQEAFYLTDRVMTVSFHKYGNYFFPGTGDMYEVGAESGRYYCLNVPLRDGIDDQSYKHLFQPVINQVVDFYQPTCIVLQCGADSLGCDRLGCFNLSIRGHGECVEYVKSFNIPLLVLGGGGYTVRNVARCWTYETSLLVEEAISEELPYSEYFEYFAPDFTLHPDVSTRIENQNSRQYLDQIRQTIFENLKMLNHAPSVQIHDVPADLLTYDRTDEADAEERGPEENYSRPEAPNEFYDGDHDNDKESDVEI
# GSK3 alpha inh: inhibitors of human GSK-3 alpha kinase; actives 0.1% (n = 320,000); inhibition, % at 10 µM; ADP-Glo luminescence, 60 min; AID 2650; P49840;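 in the data active = inhibition above about 50%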;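 also: GST-tagged GSK-3 alpha with peptide substrate and 25 µM ATP; 0% = DMSO neutral wells and 100% = GW8510 positive control wells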
# PolyA inh: inhibitors of polyadenylation in S. cerevisiae; S. cerevisiae SKY197-pL101 polyadenylation reporter, beta-gal luminescence; efflux-impaired pdr1/pdr3 knockout yeast; score 100 = 6 SD above DMSO; calls only at 12 µM; actives 0.02% (n = 300,000); AID 1875;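 active = lowest replicate activity score at least 50, where 100 means six control SD above control mean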;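 also: yeast exposed to compound for 9 h at 30 °C; higher score means more reporter readthrough which indicates perturbed polyadenylation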
# GSK3beta inhib: inhibitors of human GSK3beta kinase | P49841 | GST-GSK3beta kinase, ADP-Glo luminescence, 60 min; stronger effect = lower value | activity score (negative = inhibition), % at 10 µM | actives 0.038% (n = 300,000) | AID 2097;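 active = more than half of replicate wells score below -50%, meaning over 50% inhibition versus plate controls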;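 also: 0% = median DMSO wells and -100% = median GW8510 positive control wells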
#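 Assay system: GST-tagged human GSK3beta kinase, cell-free; Input: 1.6 ng GSK3beta; Medium: Tris/MgCl2 kinase buffer; Timing: 60 min enzyme reaction, room temperature; Signal: ADP-Glo luminescence quantifying ADP generated by kinase; Evaluation: score relative to plate controls; Benchmarks: DMSO neutral wells and GW8510 at 20 µM as positive.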
# Dyrk1A ADPGlo: Dyrk1A (rat) kinase inhibition | ADP-Glo luminescence, NFATc1 peptide | inhibition, % at 12.5 µM | Q63470 | actives 0.43% (n = 310,000); in the data active = inhibition above about 50%;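 also: plate controls were vehicle with enzyme for no effect and no enzyme for full effect; many of its hits are not listed in these tables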
# RGS4 pot: potentiators or activators of RGS4. HEK293 M3R/inducible RGS4, carbachol calcium flux Fluo4; stronger effect = lower value. B-score at 10 µM. actives 0.92% (n = 310,000);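 active = B-score of the integrated calcium signal more than 4 SD below the library mean, with starting fluorescence not abnormally high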;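 also: negative B-score means reduced calcium response which marks RGS4 activation or potentiation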
#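 test system = HEK293 cells with stable M3R and inducible RGS4 | schedule = recording 10 s baseline at 1 Hz, 100 s post-agonist | technique = Fluo4-AM (2 µM) calcium-flux fluorescence, kinetic read | measure = Agonist-evoked peak-minus-minimum fluorescence over baseline, integrated ratio, B score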
# KCNK9 inh: inhibitors of human KCNK9 two-pore domain potassium channel; HEK293 KCNK9, FluxOR thallium flux fluorescence; stronger effect = lower value; B-score at 10 µM; actives 1.2% (n = 310,000); AID 488922;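 active = ratio B-score over 3 SD below the library mean, with starting fluorescence within 5 SD of its mean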;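 also: negative B-score means less thallium flux so channel inhibition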
# hERG rescue: hERG (human) protection from proarrhythmic block. Q12809. CHO-hERG, FluxOR thallium flux, dofetilide IC70 present. activation (rescue from dofetilide block), less the hit threshold, % at 10 µM. actives 0.51% (n = 310,000);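 active = activation above the mean of controls blocked by dofetilide plus 5 SD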;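 also: thallium influx through hERG after potassium depolarization seen as dye fluorescence rise; in these data hits start at about 4.7%; inactives centre near -7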
# KCNQ1 block: human KCNQ1 channel inhibition | P51787 | CHO-K1 KCNQ1, FluxOR thallium flux fluorescence; stronger effect = higher value | B-score at 10 µM | actives 1.3% (n = 310,000);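 active = compounds whose thallium flux B-score, printed positive for inhibition, exceeds three library SD while starting fluorescence stays within three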;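 also: channel opened by potassium depolarization with thallium stimulus after 20 min compound exposure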
# KCNQ1 pot: potentiates or activates the human KCNQ1 potassium channel. actives 0.35% (n = 310,000). B-score at 10 µM. CHO-K1 KCNQ1, thallium flux FluxOR fluorescence; stronger effect = higher value. P51787;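 active = fluorescence ratio B-score, a plate-corrected score, at least three library SD, with initial intensity B-score within 5 SD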
#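 Doses: Single concentration per compound, DMSO matched to controls | Test system: KCNQ1-transfected CHO-K1 cells | Timing: 90 min dye loading and 20 min compound exposure, both at room temperature | Measured by: Kinetic FluxOR thallium fluorescence, 10-s 1-Hz baseline, 110-s post-stimulus read | Medium: Assay buffer with matched DMSO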
# KCNK3 inh: human KCNK3 channel inhibition, primary screen; O14649; CHO-KCNK3 thallium flux, FluxOR fluorescence; stronger effect = lower value; B-score at 10 µM; actives 0.84% (n = 340,000); AID 602410;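 active = B-score under library mean minus 4 SD, starting fluorescence ratio at most library mean plus 5 SD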;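 also: more negative B-score means stronger inhibition of thallium flux through KCNK3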
# Target sequence (O14649 whole entry, looked up): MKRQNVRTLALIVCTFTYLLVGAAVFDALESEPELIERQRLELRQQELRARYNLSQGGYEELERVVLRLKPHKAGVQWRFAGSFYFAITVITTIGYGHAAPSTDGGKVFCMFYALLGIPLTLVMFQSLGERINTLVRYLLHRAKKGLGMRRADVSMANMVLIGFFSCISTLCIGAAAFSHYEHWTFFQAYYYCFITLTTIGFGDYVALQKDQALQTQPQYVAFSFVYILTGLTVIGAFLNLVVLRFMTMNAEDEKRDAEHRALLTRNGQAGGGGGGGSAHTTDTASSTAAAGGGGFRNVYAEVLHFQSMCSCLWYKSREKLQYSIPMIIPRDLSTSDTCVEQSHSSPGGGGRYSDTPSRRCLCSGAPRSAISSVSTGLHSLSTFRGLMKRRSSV
# An asterisk follows results filed as active; i = inactive; . = not tested or not shown.
# Second line of a record – HDAC3 inh, GSK3 alpha inh, PolyA inh, GSK3beta inhib, Dyrk1A ADPGlo, RGS4 pot, KCNK9 inh, hERG rescue, KCNQ1 block, KCNQ1 pot, KCNK3 inh
COc1ccc(N2C(=O)C3CCCN3C2c2cc(OC)c(OC)c(OC)c2)cc1 (stereo unspecified)
→ 5.2, ., i, 0.7, 61.5*, i, i, -11.2, i, i, i
CNC(=O)Cn1nc(-c2ccc(C)cc2)c2ccccc2c1=O
→ 5.4, -1.6, i, ., -3.5, i, i, -4.7, i, i, i
Cc1noc(C)c1CSCC(=O)Nc1cc(S(C)(=O)=O)ccc1Cl
→ -3.1, -3.0, i, 4.4, 1.8, i, i, -12.1, i, i, i
O=C(Cc1cccs1)NCc1ccc(Cl)cc1
→ -16.7, -6.3, i, 3.5, -0.8, i, i, -5.6, i, i, i
Cc1ccc(Oc2ccc(/C=N/O)cn2)cc1
→ -5.1, -0.3, i, -0.5, -0.9, i, i, -8.9, i, i, i
O=C(Nc1ccc(S(=O)(=O)NCC2CCCO2)cc1)c1cnccn1 (stereo unspecified)
→ -5.9, -1.7, i, -1.4, -0.6, i, i, -5.9, i, i, i
Cn1c(=O)n(CCOc2ccc(Cl)cc2Cl)c2ccccc21
→ -1.0, 3.3, i, -1.7, 14.4, i, i, -8.3, i, i, i
CCC(C)(NC=O)C(=O)Nc1c(C)cccc1C (stereo unspecified)
→ -2.6, -2.4, i, 4.7, 4.9, i, i, -5.5, i, i, i
[N-]=[N+]=NC[C@H](c1ccccc1)N1CCN(Cc2ccccc2)CCC1=O
→ 2.7, -2.3, i, -2.5, 5.0, i, i, -10.8, i, i, i
Cc1ccc(C)c(CN2CCC(CNC(=O)Nc3ccc(C)c(C)c3)CC2)c1
→ 1.1, 5.9, i, -1.7, -1.9, i, i, -9.1, i, i, i
O=C1N/C(=N\N=C\c2ccco2)SC1Cc1ccccc1[N+](=O)[O-] (stereo unspecified)
→ 1.2, -1.9, i, 1.2, -2.6, i, i, -6.1, i, i, i
Cc1cccc(NS(=O)(=O)c2cccc(C(=O)NCC(C)(C)N3CCOCC3)c2)c1
→ 2.7, -0.5, i, -1.2, -3.2, i, i, -10.2, i, i, i
C=CCc1cccc2cc(C(=O)NC3=C(C#N)CCC3)c(=O)oc12
→ 1.2, 0.5, i, 1.1, -0.9, i, i, -3.8, i, i, i
O=C(CCN1C(=O)C2CCCCC2C1=O)Nc1ccc(F)c(F)c1F (stereo unspecified)
→ -8.4, -0.3, i, -2.4, 2.2, i, i, -5.2, i, i, i
Cc1ccc(C2C(C#N)C(C#N)N3CCCN23)cc1 (stereo unspecified)
→ 1.8, -1.4, i, 1.3, 2.2, i, i, -6.8, i, i, i
O=c1c2ccccc2c(C=NCCCN2CCOCC2)c(O)n1Cc1ccccc1
→ 4.8, 2.4, i, -15.4, 3.7, i, i, -10.9, i, i, i
CCCCNC(=O)c1cccnc1SCC(=O)Nc1ccccc1OC
→ -4.0, 0.6, i, -0.4, -6.7, i, i, -7.1, i, i, i
N#C/C(=C\c1cccc(OC(=O)c2cccs2)c1)C(N)=O
→ 6.8, -2.2, i, -2.9, -1.5, i, i, -4.9, i, i, i
N#Cc1nc(COc2ccccc2)oc1N1CCCCC1
→ 3.0, 0.7, i, 1.7, 0.6, i, i, -12.2, i, i, i
Fc1ccccc1-c1csc(-c2cccnc2)n1
→ 0.0, -3.5, ., ., -2.2, i, i, -6.4, i, i, i

# Next structures.
# Second line of a record – HDAC3 inh, GSK3 alpha inh, PolyA inh, GSK3beta inhib, Dyrk1A ADPGlo, RGS4 pot, KCNK9 inh, hERG rescue, KCNQ1 block, KCNQ1 pot, KCNK3 inh
Cc1ccc(S(=O)(=O)c2ccc(Oc3ccccc3)cc2)cc1
→ 3.5, -2.1, i, 2.8, -4.9, i, i, -15.0, i, i, i
COc1ccc(C)cc1NC(=O)Nc1ccc(Br)cn1
→ 10.6, -0.3, i, -0.6, -4.5, i, i, -13.9, i, i, i
O=C(N=Nc1c(O)[nH]c2ccccc12)c1cc(-c2ccc(F)cc2)n[nH]1
→ 13.4, -1.8, i, 0.9, -0.1, i, i, -17.4, i, i, i
O=C(CC(=O)Nc1cccc(Cl)c1Cl)Nc1cccc(Cl)c1Cl
→ 1.1, -0.7, i, -0.8, -3.0, i, i, -2.8, i, i, i
O=C(CN1CC[n+]2c(-c3cccs3)csc21)c1ccc(-c2ccccc2)cc1
→ 6.2, 6.1, i, -1.0, 6.4, i, i, -21.7, i, i, i
COc1ccc(CN(C(=O)Cn2nnc3ccccc32)C(C(=O)NC(C)(C)C)c2ccco2)cc1 (stereo unspecified)
→ -1.1, -2.9, i, -0.4, 4.6, i, i, -9.8, i, i, i
CC(C)c1csc(CN2CCC(N3CCC(C(=O)N4CCOCC4)CC3)CC2)n1
→ -9.1, -1.1, i, -0.1, -3.1, i, i, -18.2, i, i, i
O=S(=O)(c1cccs1)N1CN(C2CCCCC2)c2nc3ccccc3nc21
→ -4.0, ., i, -0.4, 44.6, i, i, -6.8, i, i, i
CCN(CC)CCNC(=O)c1cn(C)c2ccc(S(=O)(=O)N(C)C3CCCCC3)cc2c1=O
→ 1.9, -0.6, i, -0.1, -2.8, i, i, -6.1, i, i, i
CCn1c(CNC(=O)c2ccco2)nnc1SCC(=O)c1ccc(OC)cc1
→ 3.7, -2.7, i, -1.5, -2.8, i, i, -2.7, i, i, i
Cc1cccc(OCCn2c(=O)oc3ccc(C)cc32)c1
→ 2.7, 2.2, i, -1.0, 10.7, i, i, -6.0, i, i, i
Cc1c(C(=O)N2CCOCC2)c(S(=O)(=O)Nc2ccccc2F)c(C)n1C
→ -1.3, -1.5, i, 0.4, -5.2, i, i, -10.1, i, i, i
Cc1ccc(S(=O)(=O)NCc2ccccc2)cc1C(=O)NC1CCCCC1
→ 2.4, -2.4, i, 1.9, ., i, i, -10.2, i, i, i
COC(=O)c1ccccc1-c1ccc(/C=N/Nc2nc(N3CCCC3)nc(N3CCCC3)n2)o1
→ 1.2, -3.7, i, 4.5, -0.1, i, i, -13.8, 6*, i, i
O=C(O)c1ccccc1C(=O)Nc1ccc(Nc2ccc([N+](=O)[O-])cc2[N+](=O)[O-])cc1
→ 2.1, 3.7, i, 1.1, 11.0, i, i, -4.3, i, i, i
CC(=O)Nc1ccc(NC(=O)C(C)OC(=O)c2cccc(S(=O)(=O)N3CCCCC3)c2)cc1 (stereo unspecified)
→ -10.1, -1.3, i, 2.3, ., i, i, -9.6, i, i, i
O=C(Nc1cc2c(cc1Br)OCCO2)c1cccnc1
→ -1.5, -2.3, i, -4.2, -4.6, i, i, -7.3, i, i, i
CN1CCc2c(sc(/N=C/c3ccco3)c2C(N)=O)C1
→ -27.0, 4.7, i, -2.9, 3.8, i, i, -9.1, i, i, i
Cc1sc(NC(=O)CSc2nc(N)cc(N)n2)c(C#N)c1C
→ -2.9, -1.1, i, 2.3, -1.1, i, i, -4.4, i, i, i
CCOCCCNC(=O)c1cn(CC)c2ccc(S(=O)(=O)N3CCC(C)CC3)cc2c1=O
→ -3.2, -0.5, i, 2.4, -3.5, i, i, -3.9, i, i, i

# New compounds follow.
# Second line of a record – HDAC3 inh, GSK3 alpha inh, PolyA inh, GSK3beta inhib, Dyrk1A ADPGlo, RGS4 pot, KCNK9 inh, hERG rescue, KCNQ1 block, KCNQ1 pot, KCNK3 inh
O=C1NC(c2cccc(Cl)c2)Nc2ccccc21 (stereo unspecified)
→ -21.0, ., i, 0.0, 8.5, i, i, -3.4, i, i, i
Cc1ccc(S(=O)(=O)N/N=C\c2ccc(C)o2)cc1
→ -1.2, -2.5, i, 0.6, -1.8, i, i, -6.5, i, i, i
COc1ccccc1NC(=O)Cn1nnc(-c2ccccc2NC(=O)c2cnccn2)n1
→ -0.3, ., i, 3.3, 0.6, i, i, -7.0, i, i, i
O=C(O)c1nccnc1C(=O)Nc1ccc(Oc2c(Cl)cccc2Cl)nc1
→ -5.0, -2.4, i, 0.9, ., i, i, -8.4, i, i, i
CC(C)Cn1cnc2c1c(=O)n(CC(O)c1ccccc1)c(=O)n2CC(C)C (stereo unspecified)
→ 3.2, -0.8, i, 4.9, 7.9, i, i, -11.0, i, i, i
O=C(O)c1cc(S(=O)(=O)Nc2cccc(Oc3ccccc3)c2)ccc1Br
→ 1.4, -5.3, ., ., 3.1, i, i, -14.4, i, i, i
O=c1c2ccccc2nc(COc2ccccc2)n1/N=C/c1ccc(O)cc1O
→ 8.4, -1.3, i, -2.2, ., -7.81*, i, -21.4, i, i, i
COc1ccc(/C=N/NC(=S)Nc2cc(C(F)(F)F)ccc2Cl)cc1
→ -9.4, 0.0, i, 2.2, ., i, i, -6.3, i, i, i
CC(C)(C)NCc1ccc(OCc2cccs2)cc1
→ -2.9, -1.3, ., 1.5, 1.7, i, i, -5.1, i, i, i
Cc1cc(C)n(CCN(C)c2nc3nonc3nc2N2CCCCC2)n1
→ -0.1, ., i, -1.3, ., i, i, -6.5, i, i, i
COc1cccc(C(=O)NCCSc2ccc(C)cc2)c1
→ 0.0, -0.6, i, -0.2, 1.5, i, i, -6.8, i, i, i
Cc1cc(C)n(CC(=O)N2CCCC(N3CCN(c4ccc(F)cc4)CC3)C2)n1 (stereo unspecified)
→ -3.5, 0.2, i, 0.6, 3.9, i, i, -8.0, i, i, i
O=C(CSCc1cc(=O)n2nc(C3CC3)sc2n1)Nc1ccc(F)cc1
→ -0.1, -1.7, i, -2.6, 1.5, i, i, -4.0, i, i, i
CSC1=C(C#N)C(c2ccc3c(c2)OCO3)C2=C(CCCC2=O)N1 (stereo unspecified)
→ 0.8, 3.1, i, 3.4, 8.4, i, i, -6.2, i, i, i
COc1cccc(/C(O)=C/c2nc3ccc(C(=O)NCCc4cccc(C)c4)cc3[nH]c2=O)c1
→ 0.7, -3.1, i, -1.2, 2.6, i, i, -35.5, i, i, i
CCCN1C(=O)C(NS(=O)(=O)c2ccc(N)cc2)(C(F)(F)F)C(C(=O)OC)=C1C (stereo unspecified)
→ 3.3, -3.7, i, 1.5, -1.5, i, i, -7.5, i, i, i
O=C(C[n+]1ccsc1)c1ccccc1
→ 8.1, -1.5, i, 1.7, ., i, i, -4.8, i, i, i
CC(C(=O)NCCS(=O)(=O)c1ccc(Cl)cc1)S(=O)(=O)c1ccc(Cl)cc1 (stereo unspecified)
→ -0.6, -2.9, i, -3.9, -3.7, i, i, -6.2, i, i, i

# Screening data: PubChem BioAssay, several laboratories

# Some of the compounds tested; count on the stated rates, not on these rows.
